# hcGAS lum: human cGAS inhibition; recombinant h-cGAS, ATP depletion, Kinase-Glo luminescence; inhibition, % at 12.5 µM; 290,000 tested, 0.081% active; in the data active = inhibition above about 40%;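 note: 0% = vehicle reaction and 100% = reaction without DNA for no activity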
# Target sequence (Q8N884 whole entry, looked up): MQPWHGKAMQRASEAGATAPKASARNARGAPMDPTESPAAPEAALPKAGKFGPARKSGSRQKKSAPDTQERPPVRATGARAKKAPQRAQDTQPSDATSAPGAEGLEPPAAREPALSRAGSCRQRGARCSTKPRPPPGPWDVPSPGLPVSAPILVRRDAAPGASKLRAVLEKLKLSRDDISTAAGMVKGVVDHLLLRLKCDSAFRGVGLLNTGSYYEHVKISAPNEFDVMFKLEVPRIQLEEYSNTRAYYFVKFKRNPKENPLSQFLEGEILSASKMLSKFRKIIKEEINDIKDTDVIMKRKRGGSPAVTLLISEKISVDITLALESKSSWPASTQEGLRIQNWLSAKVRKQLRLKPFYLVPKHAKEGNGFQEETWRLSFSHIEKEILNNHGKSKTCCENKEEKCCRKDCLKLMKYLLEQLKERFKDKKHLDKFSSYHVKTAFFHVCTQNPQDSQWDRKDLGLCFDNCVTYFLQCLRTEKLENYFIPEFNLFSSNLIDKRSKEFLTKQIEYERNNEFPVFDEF
# * marks the source's active call; other numbers are inactive results. These rows are one share of the data; rates above refer to the full screens.
mol | hcGAS lum
CC(=O)NCC1=CCCN(CCc2c[nH]c3ccccc23)C1 | -5
Cc1noc(C)c1S(=O)(=O)N1CCN2CCNC(=O)C2C1 (stereo unspecified) | 2
CCOC(=O)Cn1c(C)nc2c(c1=O)C(CC)c1c(c3ccccc3oc1=O)O2 (stereo unspecified) | 5
CCOc1ccnc(N2C[C@@H]3C[C@@H](C2)c2cccc(=O)n2C3)n1 | -4
Cc1cnc2c(C(=O)N3CCCC4(CCNC4)C3)cnn2c1 (stereo unspecified) | -9
CN(C)c1ccc(P(N(C)C)N(C)C)cc1 | -8
N=C1c2ccccc2CN1c1cccnc1 | -8
COP(O)(=S)Oc1cc(Cl)c(Br)cc1Cl (stereo unspecified) | 2
Cc1nn(Cc2c(Cl)cccc2Cl)c(C)c1C(=O)O | 5

# Part of the list above, as labelled records.
> CN(C)c1ccc(P(N(C)C)N(C)C)cc1
  hcGAS lum = -8
> N=C1c2ccccc2CN1c1cccnc1
  hcGAS lum = -8

# Entries listed so far with a Cl atom:
mol | hcGAS lum
COP(O)(=S)Oc1cc(Cl)c(Br)cc1Cl (stereo unspecified) | 2
Cc1nn(Cc2c(Cl)cccc2Cl)c(C)c1C(=O)O | 5
